PAFAH1B3 inh: PAFAH1B3 enzyme inhibitors, primary screen, biochemical, fluorescence polarization, human; Platelet-activating factor acetylhydrolase IB subunit alpha1 (Homo sapiens), Q15102; inhibition, % at 3.39 µM; hit rate 0.28% among 340,000; recombinant PAFAH1B3, FP-rhodamine probe;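 active means inhibition above the screen-wide average of all tested compounds plus 3 SD, cut at about 25% in these data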;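 further: 0% = enzyme with DMSO only and 100% = wells lacking PAFAH1B3 protein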
PAFAH1B2 FP inh: PAFAH1B2 enzyme inhibitors, primary screen, biochemical, fluorescence polarization, human; Platelet-activating factor acetylhydrolase IB subunit alpha2 (Homo sapiens), P68402; hit rate 1.2% among 340,000; AID 492953, 2010; recombinant PAFAH1B2, FP-rhodamine activity probe; inhibition, % at 3.39 µM;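 active means inhibition above the mean of all tested compounds plus 3 SD, cut at about 24% in these data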;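 further: 0% = enzyme with DMSO and 100% = wells lacking PAFAH1B2; many of its hits are not listed in these tables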
LYPLA1 inh: LYPLA1 inhibitors, primary screen, counter-screen for PME1 inhibitor project, biochemical, fluorescence polarization, FP-Rh probe ABPP. inhibition, % at 5.9 µM. Acyl-protein thioesterase 1 (Homo sapiens), O75608. hit rate 0.16% among 320,000. recombinant LYPLA1;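 active means inhibition above the mean of all tested compounds plus 3 SD, set per campaign, cut at about 14% in these data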;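 further: inhibitors block serine hydrolase probe labeling of LYPLA1 so polarization falls; 0% = enzyme with DMSO and 100% = wells lacking LYPLA1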
Target sequence (O75608 whole entry, looked up): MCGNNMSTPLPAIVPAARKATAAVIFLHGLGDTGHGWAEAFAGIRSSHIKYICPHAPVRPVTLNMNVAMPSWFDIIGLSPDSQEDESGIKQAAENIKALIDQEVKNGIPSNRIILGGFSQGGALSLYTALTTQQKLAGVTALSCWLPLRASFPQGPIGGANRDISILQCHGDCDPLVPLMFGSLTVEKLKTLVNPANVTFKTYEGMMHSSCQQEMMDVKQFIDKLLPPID
PAD4 inh: human PAD4 inhibitors, primary screen, biochemical, fluorescence polarization, 1536-well format; Protein-arginine deiminase type-4 (Homo sapiens), Q9UM07; recombinant PAD4, RCA probe fluorescence polarization; inhibition, % at 6.36 µM; hit rate 0.41% among 330,000;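 active means percent inhibition above a cutoff equal to the mean of all tested compounds plus 3 SD, cut at about 15% in these data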;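 further: 0% = PAD4 with RCA probe and DMSO and 100% = probe without PAD4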
GSTO1 inh: inhibitors of recombinant GSTO1, primary screen, counter-screen for RBBP9 inhibitor project, biochemical, fluorescence polarization. activity-based probe fluorescence polarization. inhibition, % at 5.96 µM. hit rate 1.1% among 300,000. AID 1974, 2009;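 active means inhibition above the campaign mean inhibition plus 3 SD, cut at about 35% in these data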;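 further: 0% = GSTO1-1 with DMSO and 100% = wells lacking GSTO1-1 enzyme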
Fam108B inh: mouse Fam108B serine hydrolase inhibitors, primary screen, counter-screen for RBBP9 inhibitor project, biochemical, fluorescence polarization | recombinant Fam108B, FP-Rh probe fluorescence polarization | inhibition, % at 9.51 µM | hit rate 0.33% among 300,000;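 active means inhibition above the screen mean inhibition plus 3 SD, computed separately per campaign, cut at about 18% in these data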;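 further: inhibitors lower polarization as less probe binds the enzyme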
PME-1 inh: PME-1 inhibitors via competitive probe labeling, primary screen, biochemical, fluorescence polarization, FP-Rh probe, HTS; recombinant PME-1; hit rate 0.53% among 320,000; AID 2130, 2009; inhibition, % at 5.9 µM;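 active means inhibition above the campaign mean of all compounds plus 3 SD, cut at about 26% in these data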;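 further: competitive labeling of PME-1 active site by serine hydrolase directed probe; 0% = PME-1 with DMSO and 100% = wells lacking PME-1 enzyme; inhibitors block probe labeling so polarization falls and inhibition rises; many of its hits are not listed in these tables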
Target sequence (Q9Y570 whole entry, looked up): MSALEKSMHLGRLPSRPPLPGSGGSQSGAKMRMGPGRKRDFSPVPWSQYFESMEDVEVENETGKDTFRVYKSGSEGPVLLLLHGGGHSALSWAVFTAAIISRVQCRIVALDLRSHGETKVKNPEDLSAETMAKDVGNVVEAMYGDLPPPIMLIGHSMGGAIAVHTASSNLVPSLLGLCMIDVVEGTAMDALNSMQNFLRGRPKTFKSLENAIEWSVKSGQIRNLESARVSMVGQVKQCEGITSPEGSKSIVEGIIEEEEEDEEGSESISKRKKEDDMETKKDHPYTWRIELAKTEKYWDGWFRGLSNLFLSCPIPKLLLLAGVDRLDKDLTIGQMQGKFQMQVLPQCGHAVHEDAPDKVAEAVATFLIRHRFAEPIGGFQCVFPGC
PAFAH2 inh: PAFAH2 enzyme inhibitors, primary screen, biochemical, fluorescence polarization, human; hit rate 0.99% among 340,000; recombinant PAFAH2, FP-rhodamine activity probe; inhibition, % at 3.39 µM;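 active means inhibition above the mean over all tested compounds plus 3 SD, cut at about 30% in these data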;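 further: inhibitors block probe labeling of enzyme so polarization drops; 0% = enzyme with DMSO and 100% = wells lacking PAFAH2 protein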
pPAFAH FP inh: pPAFAH enzyme inhibitors, primary screen, biochemical, fluorescence polarization, human; recombinant pPAFAH, FP-rhodamine probe fluorescence polarization; Platelet-activating factor acetylhydrolase (Homo sapiens), Q13093; inhibition, % at 3.39 µM; hit rate 1.5% among 330,000;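 active means inhibition above the mean inhibition across the screen plus 3 SD, cut at about 25% in these data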;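 further: inhibitors block binding of the rhodamine activity-based probe so polarization drops; 0% = enzyme with DMSO and 100% = wells lacking pPAFAH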
The depositor's hits bear a star; · = no result given.

SMILES	PAFAH1B3 inh	PAFAH1B2 FP inh	LYPLA1 inh	PAD4 inh	GSTO1 inh	Fam108B inh	PME-1 inh	PAFAH2 inh	pPAFAH FP inh
COC(=O)C1CC(=O)c2ccsc2C1 (centres undefined)	18	1	-3	1	1	-11	-6	-1	-8
CCC1Oc2ccc(C)cc2N(CC(=O)NCCCN2CCCCC2CC)C1=O (centres undefined)	2	-6	2	1	-5	1	-2	-7	2
Cc1nc(NC(=O)/C=C/c2ccccc2)sc1C(=O)N(C)C	7	6	-1	1	3	-3	-1	2	0
O=C(c1ccc(Cl)cc1)N1CCN(c2ccc(F)cc2)CC1	-1	-5	3	5	2	1	-5	-3	-2
O=C(Nc1ccc(F)cc1)C1CCCN(S(=O)(=O)c2cccc3nonc23)C1 (centres undefined)	4	2	-3	-4	-5	-3	-4	-6	1
COc1ccc(Cn2c(=S)[nH]c3ccccc32)cc1	5	3	-4	-4	6	-2	-10	6	0
Cc1cc(=O)oc2cc(OCc3ccc(C(=O)N4CCN(c5ccccc5)CC4)cc3)ccc12	-1	-7	1	-2	-13	-11	-11	-4	19
Cc1cc(=O)c(C(=O)O)nn1-c1ccc(Cl)cc1	7	2	0	-2	2	-7	-8	1	0
NC(=O)c1cnn2c1NC(c1ccc(F)cc1)CC2C(F)(F)F (centres undefined)	2	0	-1	3	-3	1	7	2	1
CCOC(=O)c1c(C)c2c(n1C)CCC/C2=N\O	-1	-3	0	5	15	-4	-7	-10	-1
O=C(NCc1ccc2c(c1)OCO2)C(=O)NCC1OCCN1S(=O)(=O)c1ccc(Br)cc1 (centres undefined)	12	11	1	1	4	-3	-2	1	5
CCN(c1ccccc1)S(=O)(=O)c1cc(C(=O)Nc2ccccc2Cl)ccc1F	-5	11	-6	3	-1	-7	-10	0	11
COc1ccc(-c2ccc(-c3nnc(Cc4ccc(OC)c(OC)c4)o3)cc2)cc1	2	1	0	-2	-2	1	-5	-1	7
COc1ccccc1Nc1nc(N)nc(CSCCO)n1	0	0	1	1	10	-3	3	-9	3
O=C(COc1cccc2cccnc12)Nc1nccs1	9	4	-2	-2	6	-1	-2	-6	2
O=C(COc1ccccc1)NNC1=NS(=O)(=O)c2ccccc21	3	8	-3	-3	-1	-2	2	4	1
CCOC(=O)c1ccc(NC=C2C(=O)OC3(CCCCC3)OC2=O)cc1	0	1	0	-7	11	-3	0	3	6
COc1cc(/C=N/S(=O)(=O)c2ccccc2)cc(OC)c1O	-2	3	0	-3	0	-3	-1	2	5
COc1cc(/C=N/NC(=O)c2cn(-c3cccc(C)n3)cn2)ccc1O	1	1	2	-1	-2	0	6	6	2
O=C(N=C1SC2CS(=O)(=O)CC2N1Cc1ccc(Cl)cc1)C1CC1 (centres undefined)	7	4	-1	-2	-2	0	-5	2	7
CCC1SC(N)=NC1=O (centres undefined)	-5	-2	1	-5	-1	-1	0	-5	-2
COc1ccc(CCNC(=O)c2nnc(CS(=O)(=O)c3ccccc3)o2)cc1OC	4	0	-1	-1	2	-7	2	-2	6
O=C(CCS(=O)(=O)Cc1ccc(Cl)cc1)NCCCN1CCN(c2ccccc2F)CC1	9	2	3	-5	-1	-4	1	0	14
CCCNC(=O)CN1C(=O)NC(Cc2c[nH]c3ccccc23)C1=O (centres undefined)	2	1	3	2	-2	9	7	-5	1

Two entries from above, with two lines to a compound:
Fields – PAFAH1B3 inh | PAFAH1B2 FP inh | LYPLA1 inh | PAD4 inh | GSTO1 inh | Fam108B inh | PME-1 inh | PAFAH2 inh | pPAFAH FP inh
- CCC1SC(N)=NC1=O (centres undefined)
    -5 | -2 | 1 | -5 | -1 | -1 | 0 | -5 | -2
- COc1ccc(CCNC(=O)c2nnc(CS(=O)(=O)c3ccccc3)o2)cc1OC
    4 | 0 | -1 | -1 | 2 | -7 | 2 | -2 | 6

Remaining list, next part:
SMILES	PAFAH1B3 inh	PAFAH1B2 FP inh	LYPLA1 inh	PAD4 inh	GSTO1 inh	Fam108B inh	PME-1 inh	PAFAH2 inh	pPAFAH FP inh
CC(Sc1ncnc2sc(-c3ccccc3)cc12)C(=O)N1CCNC1=O (centres undefined)	11	3	-10	4	·	·	-4	10	-2
Cc1ccc(S(=O)(=O)Nc2ccccc2CNc2ccc(Br)cn2)cc1	-2	5	-7	1	-11	-15	-12	-15	-8
Cc1cccc(C)c1OCC(=O)NC1CC1	-2	4	3	-2	-3	2	3	0	10
CC(C)N(Cc1cn[nH]c1-c1ccc(-c2ccccc2)cc1)Cc1nccn1C	-1	4	1	-4	7	0	5	1	2

Molecules from the list above that contain an aryl methoxy group:
SMILES	PAFAH1B3 inh	PAFAH1B2 FP inh	LYPLA1 inh	PAD4 inh	GSTO1 inh	Fam108B inh	PME-1 inh	PAFAH2 inh	pPAFAH FP inh
COc1ccc(Cn2c(=S)[nH]c3ccccc32)cc1	5	3	-4	-4	6	-2	-10	6	0
COc1ccc(-c2ccc(-c3nnc(Cc4ccc(OC)c(OC)c4)o3)cc2)cc1	2	1	0	-2	-2	1	-5	-1	7
COc1ccccc1Nc1nc(N)nc(CSCCO)n1	0	0	1	1	10	-3	3	-9	3
COc1cc(/C=N/S(=O)(=O)c2ccccc2)cc(OC)c1O	-2	3	0	-3	0	-3	-1	2	5
COc1cc(/C=N/NC(=O)c2cn(-c3cccc(C)n3)cn2)ccc1O	1	1	2	-1	-2	0	6	6	2
COc1ccc(CCNC(=O)c2nnc(CS(=O)(=O)c3ccccc3)o2)cc1OC	4	0	-1	-1	2	-7	2	-2	6

This is a subset (hit frequency here may not be typical).
